# Compound activity from PubChem BioAssay.
# Rev-erbA mod: modulators of Rev-erb alpha DNA binding, primary screen, biochemical, FITC-DNA, fluorescence polarization, uHTS. Nuclear receptor subfamily 1 group D member 1 (Homo sapiens), P20393. AID 1259318, 2017. activity, % at 10 µM. 370,000 tested, 0.79% active. Rev-erbα–FITC-DNA binding, 90 min;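 active = activity above about 14%, limit read from the data; passing the limit was not always enough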;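 note: 0% = DMSO wells with 35 nM protein and 100% = DMSO wells with 750 nM protein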
# Target sequence (P20393 whole entry, looked up): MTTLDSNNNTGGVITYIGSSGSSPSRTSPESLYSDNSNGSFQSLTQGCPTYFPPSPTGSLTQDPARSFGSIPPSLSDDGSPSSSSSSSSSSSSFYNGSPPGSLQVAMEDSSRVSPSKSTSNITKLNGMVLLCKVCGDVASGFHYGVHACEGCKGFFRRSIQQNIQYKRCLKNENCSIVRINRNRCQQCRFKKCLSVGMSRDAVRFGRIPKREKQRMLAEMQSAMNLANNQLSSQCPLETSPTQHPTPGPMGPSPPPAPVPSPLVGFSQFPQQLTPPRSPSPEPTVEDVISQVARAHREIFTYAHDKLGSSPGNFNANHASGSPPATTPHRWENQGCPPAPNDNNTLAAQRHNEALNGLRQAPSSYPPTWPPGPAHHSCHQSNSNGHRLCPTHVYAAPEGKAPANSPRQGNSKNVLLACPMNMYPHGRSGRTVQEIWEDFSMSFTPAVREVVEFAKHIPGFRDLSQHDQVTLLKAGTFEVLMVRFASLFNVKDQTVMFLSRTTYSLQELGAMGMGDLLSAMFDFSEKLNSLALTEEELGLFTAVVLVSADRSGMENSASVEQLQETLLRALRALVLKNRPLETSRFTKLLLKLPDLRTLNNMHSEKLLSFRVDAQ
# mABHD4 FP: ABHD4 inhibitors, primary screen, biochemical, fluorescence polarization, mouse; (Lyso)-N-acylphosphatidylethanolamine lipase (Mus musculus), Q8VD66; inhibition, % at 8.92 µM; purified mABHD4, FP-Rh probe fluorescence polarization; 370,000 tested, 0.54% active;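 active = inhibition exceeding the mean over every tested compound plus 3 SD, cut at about 30% in these data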;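 note: 0% = plate median of compound wells and 100% = S159A mutant with DMSO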
#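 Test system: mABHD4 protein | Buffer or medium: HEPES pH 7.0 buffer, 150 mM NaCl, 0.01% Pluronic F-127 | Probe or stimulus: FP-Rh fluorescent activity-based probe, added after compound pre-incubation | Timing: Pre-incubation 45 min, probe exposure 60 min, at 25 °C | Technique: Fluorescence polarization, excitation 525 nm, emission 598 nm, BODIPY TMR filters | Repeats: Single well per compound (singlicate)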
# TDP2 absorb: human TDP2 enzyme inhibitors, primary screen, biochemical, epi absorbance, recombinant enzyme | inhibition, % at 12.8 µM | T5PNP hydrolysis, p-nitrophenol absorbance 415 nm | Tyrosyl-DNA phosphodiesterase 2 (Homo sapiens), O95551 | 370,000 tested, 0.34% active;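 active = inhibition above the mean of all tested compounds plus 3 SD, set per campaign, cut at about 25% in these data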;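 note: 0% = DMSO with enzyme and 100% = buffer with substrate but no TDP2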
#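 Evaluation: % inhibition relative to enzyme-containing and enzyme-free wells. Material: recombinant human TDP2. Benchmarks: enzyme-free and DMSO wells. Timing: enzyme reaction with compound for 2 h at 37 °C. Compound dosing: 12.8 µM only. Measured by: p-Nitrophenol epi absorbance. Reagent: T5PNP substrate at 5 mM, a TopII-DNA adduct mimic. Replication: single well per compound.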
# SIAE primary: human SIAE inhibitors, primary screen, biochemical, fluorescence polarization, FP-Rh probe, 1536-well HTS | SIAE FP-Rh probe binding | 370,000 tested, 0.69% active | Sialate O-acetylesterase (Homo sapiens), Q9HAT2 | inhibition, % at 9.66 µM;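 active = inhibition above a cutoff: mean of compounds within the control limits plus 3 SD of those, cut at about 17% in these data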;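 note: 0% = plate median of compound wells and 100% = probe without SIAE protein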
# Target sequence (Q9HAT2 whole entry, looked up): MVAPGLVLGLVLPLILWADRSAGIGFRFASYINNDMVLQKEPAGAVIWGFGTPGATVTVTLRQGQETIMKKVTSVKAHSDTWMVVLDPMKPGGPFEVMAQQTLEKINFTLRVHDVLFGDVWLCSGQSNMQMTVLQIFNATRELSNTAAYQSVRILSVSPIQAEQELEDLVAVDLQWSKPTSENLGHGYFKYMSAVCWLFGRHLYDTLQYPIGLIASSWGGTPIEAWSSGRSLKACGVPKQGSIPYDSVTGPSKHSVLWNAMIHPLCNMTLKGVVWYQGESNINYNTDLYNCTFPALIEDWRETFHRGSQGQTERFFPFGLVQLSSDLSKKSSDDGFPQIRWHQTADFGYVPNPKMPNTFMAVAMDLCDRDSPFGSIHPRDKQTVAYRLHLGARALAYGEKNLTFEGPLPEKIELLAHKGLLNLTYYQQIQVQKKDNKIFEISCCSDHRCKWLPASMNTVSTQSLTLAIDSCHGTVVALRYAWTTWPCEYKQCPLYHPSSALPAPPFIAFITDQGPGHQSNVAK
# LEDGF integ inh: blockers of LEDGF/p75-dependent integrase strand transfer – biochemical, TR-FRET, high throughput, primary screen; HIV-1 integrase (with human LEDGF/p75); TR-FRET IN-LEDGF/p75 DNA integration, Eu/Cy5; inhibition, % at 3.7 µM; 370,000 tested, 0.64% active; AID 743269, 2014;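 active = inhibition above the screen-wide mean plus 3 SD, cut at about 13% in these data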;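 note: signal is the Cy5 over europium emission ratio at 671 and 618 nm; 0% = plate median of compound wells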
# PG9 binder: binders of HIV-1 gp120 antibody PG9, primary screen, biochemical, TR-FRET; HIV-1 gp120 / PG9 antibody interaction; TR-FRET gp120-PG9 antibody binding; inhibition, % at 6.7 µM; 360,000 tested, 0.43% active; in the data active = inhibition above about 8.5%
# HTRA1 inhibitor: HTRA1 serine protease inhibitors, primary screen, biochemical, fluorescence polarization, HTS; inhibition, % at 5.96 µM; AID 504803, 2011; 340,000 tested, 0.5% active; recombinant HTRA1, FP-rhodamine activity-based probe; Q92743; in the data active = inhibition above about 36%;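 note: 0% = enzyme with DMSO and 100% = wells lacking enzyme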
# PRMT1 inh: PRMT1 methyltransferase inhibitors, primary screen, biochemical, fluorescence polarization; recombinant PRMT1, activity-based probe fluorescence polarization; inhibition, % at 2.79 µM; 370,000 tested, 1.3% active; AID 652257, 2013;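 active = inhibition above about 21% made by adding two undisclosed values, limit read from the data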
# rCAG RNA binder: binders of r(CAG) RNA repeats, primary screen, biochemical, fluorescence. AID 651821, 2012. r(CAG) RNA repeat, TO-PRO-1 dye displacement fluorescence. 370,000 tested, 1.3% active. inhibition, % at 3 µM;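 active = inhibition above the plate cutoff, the mean of all test compounds on that plate plus 3 SD, cut at about 35% in these data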;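 note: 0% = DMSO alone and 100% = 100 µM mitoxantrone as full dye displacement; higher means more dye released from RNA so lower well fluorescence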
# TCR-CD3 inh: inhibitors of human TCR-CD3 interaction, primary screen, biochemical, fluorescence, TAMRA-labeled TCR probe; AID 651800, 2012; inhibition, % at 9.4 µM; 360,000 tested, 0.37% active; in the data active = inhibition above about 19%;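 note: recombinant mutant TCR 2C K166C tagged with TAMRA read by polarization; 0% = receptor in buffer alone and 100% = receptor with positive control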
# Numbers without * were called inactive; · = not tested or not shown. These rows are one share of the data; count on the stated rates, not on these rows.
SMILES,Rev-erbA mod,mABHD4 FP,TDP2 absorb,SIAE primary,LEDGF integ inh,PG9 binder,HTRA1 inhibitor,PRMT1 inh,rCAG RNA binder,TCR-CD3 inh
CC(C)C(NC(=O)c1ccccc1)C(=O)NCc1ccccn1 (stereo unspecified),-5,1,11,4,-1,-2.0,1,0,1,5
COc1ccccc1NC(=O)CSc1ccc2nnc(CCNC(=O)c3ccccc3)n2n1,7,-3,-1,-9,2,-2.4,2,1,-1,5
CC1CCN(CCOc2cc(Cl)ccc2Cl)CC1,0,11,25*,-2,0,2.6,-1,0,-1,-7
Cc1ccc(N2CC(C(=O)OCC(=O)c3c(N)n(CC(C)C)c(=O)n(C)c3=O)CC2=O)cc1 (stereo unspecified),-11,4,-12,1,1,-2.1,-5,-1,-5,3
Cc1c(C2Nc3ccccc3C2C)[nH]c2ccccc12 (stereo unspecified),1,2,6,10,2,-2.3,·,2,6,3
COC(=O)[C@]12CCCCC=C1N(CCC1=CCCCC1)C(=O)[C@H](CC(=O)N1CCSCC1)C2,6,-5,-7,1,6,0.4,·,1,0,1
C[n+]1cc(C(=O)N2CCCCC2)ccc1/C=C/c1c[nH]c2ccccc12,75*,-14,-10,-7,0,-10,-8,-43,-228,-4
Cc1cc(OCC(=O)N2CCN(c3ccccn3)CC2)cc(C)c1Br,1,3,-6,-1,-3,-0.1,-15,-1,-7,4
COc1cccc(CN2CCN(Cc3[nH]c4ccccc4c3C)CC2CCO)c1 (stereo unspecified),1,2,-2,6,4,-2.3,-4,3,-2,-2
CCC(C)C1C(C#N)=C(N)Oc2n[nH]c(C)c21 (stereo unspecified),-1,2,5,4,5,1.5,9,-7,1,1
CCOC(=O)c1cn(CC(=O)Nc2ccccc2C(=O)OCC)nn1,0,3,-2,2,0,-0.1,-5,0,-4,8
CCCCN1CC(CO)Oc2cccc(F)c2S1(=O)=O (stereo unspecified),-2,-2,2,4,0,1.7,-4,-4,2,6

# Two entries picked at random from those above, as already listed:
SMILES,Rev-erbA mod,mABHD4 FP,TDP2 absorb,SIAE primary,LEDGF integ inh,PG9 binder,HTRA1 inhibitor,PRMT1 inh,rCAG RNA binder,TCR-CD3 inh
CCC(C)C1C(C#N)=C(N)Oc2n[nH]c(C)c21 (stereo unspecified),-1,2,5,4,5,1.5,9,-7,1,1
Cc1ccc(N2CC(C(=O)OCC(=O)c3c(N)n(CC(C)C)c(=O)n(C)c3=O)CC2=O)cc1 (stereo unspecified),-11,4,-12,1,1,-2.1,-5,-1,-5,3

# Additional results
SMILES,Rev-erbA mod,mABHD4 FP,TDP2 absorb,SIAE primary,LEDGF integ inh,PG9 binder,HTRA1 inhibitor,PRMT1 inh,rCAG RNA binder,TCR-CD3 inh
O=C(COC(=O)c1cc(=O)[nH]c2ccccc12)Nc1nc(-c2ccccc2)cs1,-4,-25,-10,-28,-2,-0.3,-25,7,17,3
CC(=O)NC(=S)Nc1ccccc1N1CCCCC1,-1,-3,0,-5,-5,-0.8,2,1,1,-4
Cc1cc(C)cc(N2CC(C(=O)O)CC2=O)c1 (stereo unspecified),-4,-2,10,1,0,-2.4,3,-2,0,5
CC1CCN(CCCNC(=O)C2CCN(S(=O)(=O)N3CCC4(CC3)OCCO4)CC2)CC1,3,6,2,2,-1,1.2,0,1,-3,-3
CN(C)C(=O)CCc1ccc2c3c([nH]c2c1)[C@]1(C)[C@@H](C(=O)N2CCCCC2)C[C@H](CC(=O)NC(C)(C)C)C(=O)N1CC3,-7,2,-1,1,1,-0.7,4,-5,0,-4
CCOC(=O)C1C(=O)N(O)CC1c1cccc(Oc2ccccc2)c1 (stereo unspecified),-1,-3,0,6,1,-3.4,-3,1,3,10
CN1CCN(c2ccc(Cl)cc2NC(=O)CCN2C(=O)c3ccccc3C2=O)CC1,0,-4,-10,-8,-3,1.9,8,9,5,-10
COc1ccc(OC)c(S(=O)(=O)N2CCCCCC2)c1,5,2,2,6,-1,-1.4,3,0,-2,0
COc1ccc(C)cc1NC(=O)CSc1nc(=O)n(CCCN2CCOCC2)c2c1CCCC2,0,-2,1,-5,0,0.8,1,3,-6,-6
COC(=O)c1ccccc1NC(=S)NC(=O)c1ccc(C)cc1,0,-7,10,3,1,-2.2,-5,2,-4,3
Cc1ccc([C@H]2C[C@@H](O)[C@H](n3cc(C4CC4)nn3)CN2C(=O)c2cccs2)cc1,-2,1,2,-5,2,0.6,-2,-1,5,5
COc1ccc(NC(=S)N(CCCN2CCOCC2)C(C)c2cc3cccc(OC)c3o2)cc1 (stereo unspecified),2,-8,-4,6,4,-2.1,1,-5,-2,3
O=C(CSc1ccc2nnc(-c3ccccc3)n2n1)NCc1ccco1,-5,3,-14,-10,6,-0.4,3,0,5,8
CC1CCN(C(=O)c2ccc(-n3cnnn3)cc2)CC1,-7,-8,0,-6,-2,0.7,-1,-1,1,5
Cc1ccc(S(=O)(=O)N2CCOCC2)cc1NC(=O)COc1cccc(-n2cnnn2)c1,5,0,0,1,2,-1.6,5,-1,5,1
COCCCn1c(=O)/c(=C\c2ccc(OC(F)F)c(OC)c2)s/c1=C(/C#N)C(N)=O,2,-2,-7,-1,10,14*,-2,-3,5,5
OC[C@@H]1CN(Cc2ccco2)C[C@H](n2cnc3c(N4CCN(c5ccccc5)CC4)ncnc32)O1,4,-3,10,4,-4,1.4,·,-4,2,7
O=C(O)CCC(NS(=O)(=O)c1ccc(-c2ccccc2)cc1)C(=O)O (stereo unspecified),3,-14,-5,10,1,-1.2,5,-1,3,-4
Cc1cn([C@H]2C[C@H](O)[C@@H](/C=C/C(=O)NCc3cccc4ccccc34)O2)c(=O)[nH]c1=O,-5,2,7,-1,4,-0.3,·,-1,4,2
COCC(=O)N(Cc1cc2cc(C)ccc2[nH]c1=O)c1ccc(C)c(C)c1,-1,5,0,1,-3,0.6,0,6,-6,2
O=C(CC1Sc2ccccc2NC1=O)NNc1ccc(Cl)cc1Cl (stereo unspecified),0,-10,-4,-12,-3,-0.6,-10,8,4,-12
COc1ccc(OCC(=O)Nc2ccc(C)c(S(=O)(=O)N(C)C)c2)cc1,-2,-1,10,4,-2,-0.7,·,0,-1,-8
CC(=O)Nc1ccc(NC(=O)C(C)OC(=O)c2ccc(S(=O)(=O)N3CCCCC3)cc2)cc1 (stereo unspecified),1,4,-2,-20,-1,-0.3,-8,3,1,6
Cn1c(=O)n(C)c2cc(NC(=O)COc3ccc(F)cc3)ccc21,-1,0,13,-5,0,1.4,1,-5,-3,1
COC(=O)[C@]12C[C@H](CC(=O)N3CCSCC3)C(=O)N(Cc3ccco3)C1=C[C@H](COCc1ccccc1)O[C@@H]2C,1,8,0,2,2,·,·,-2,6,·
O=[N+]([O-])c1cccc(S(=O)(=O)c2ccc(N3CCCCC3)c([N+](=O)[O-])c2)c1,7,-3,-9,-5,-3,-2.0,-6,8,1,2
C#CCSc1nnc(-c2c[nH]c3ccccc23)n1C,-6,-2,0,0,0,-2.7,-3,-2,3,0
Cc1ccc(Sc2nnc(Cc3ccccc3)c3ccccc23)cc1,0,4,1,-2,-1,-2.2,-22,0,2,4
Cc1cc(NC(=O)CCC(=O)N(CC(=O)NC2CCCC2)c2cccc(F)c2)no1,-3,-6,-18,-6,3,-1.7,-2,-3,-1,2
CC(=O)c1cc(C#N)c(N2CCCC2)nc1C,-10,1,6,8,1,-3.2,-7,-5,0,6
COCC#Cc1cnc2c(c1)C(=O)N([C@H](C)CO)C[C@H](C)[C@@H](CN(C)S(=O)(=O)c1ccccc1)O2,2,4,-1,2,0,-0.4,4,0,3,4
C/C(=N\NC(=O)c1cccc([N+](=O)[O-])c1)c1ccco1,-4,0,3,3,-1,-1.9,12,-1,0,5
O=C(Nc1cccnc1)c1ccc(CN2CCc3ccccc3C2)cc1,2,-1,-1,1,5,1.3,1,-1,-3,4
CN(C(=O)c1ccc(C#N)cc1)c1nnc(-c2ccccn2)s1,17,6,3,8,2,1.6,-1,0,0,3
CC1=NN(S(=O)(=O)c2ccc(C)cc2)C(=O)c2ccccc2O1,-8,-2,-12,1,1,-0.6,7,-9,-5,11
CCOc1ccccc1OCC(=O)Nc1cc2c(cc1C(=O)O)OCCCO2,-1,-2,9,-4,2,0.0,1,1,15,2
CCCCNC(=O)C1CCC(CNS(=O)(=O)c2c(C)cc(C)cc2C)CC1 (stereo unspecified),0,-4,-4,3,-4,0.3,-4,-2,-11,0
O=C1C=C(NCc2ccc(Cl)c(Cl)c2)CC1,-1,-12,2,-4,-1,0.6,2,1,4,-3
O=C(NCCCN1CCOCC1)c1ccc(Br)s1,-1,3,1,-2,-6,-0.6,-4,-1,-3,1
O=S(=O)(CCc1nnc(-c2ccccc2)o1)c1ccc2ccccc2c1,-1,4,1,1,1,2.5,-1,-2,-2,2
COc1ccc(N(CCOc2ccccc2)S(=O)(=O)c2ccccc2)cc1,-5,-6,3,-1,-2,1.4,-20,5,2,-1
Cc1ccc(C(=O)N/N=C/c2c[nH]c3ccccc23)o1,0,7,12,5,-2,-2.9,-10,0,6,7
CC(Cc1ccccc1)NC(=O)CC(c1ccccc1)c1ccccc1O (stereo unspecified),-4,-4,-10,-2,4,-1.4,-15,-1,-4,4
COc1cc2ccc(C(C)=O)c(O)c2cc1OC,-7,-1,8,4,-2,-0.6,-2,4,1,-7
Cc1ccc(-n2c(=O)[nH]cc(C(=O)Nc3ccc4c(c3)OCCO4)c2=O)cc1C,-3,-3,-3,-6,-4,-1.9,-1,2,6,-1
O=C(OCC(=O)C12CC3CC(CC(C3)C1)C2)c1cccnc1,-3,-3,4,2,0,-1.3,3,-3,-3,4
COC(=O)COc1ccc(S(=O)(=O)NCCC2=CCCCC2)cc1Cl,0,-9,9,4,-1,1.0,-21,2,-1,6
COc1ccccc1C(=O)N1CCN(C(=O)[C@@H](Cc2ccccc2)NC(=O)[C@H]2O[C@@H](n3ccc(=O)[nH]c3=O)[C@H](O)[C@@H]2O)CC1,0,-5,-18,-6,7,0.1,·,-10,2,-6
Cc1cc(C)cc(NS(=O)(=O)c2ccc(-c3cnc(C4CC4)o3)cc2)c1,4,-2,-4,-5,1,-2.3,-51,-2,4,6
Cc1ccc2c(c1)C(c1ccc(F)cc1)N(C(=O)c1cc3ccccc3oc1=O)CC(=O)N2 (stereo unspecified),-4,1,1,1,0,-1.6,-5,2,3,-1
C[C@H](NC(=O)C1CCN(S(=O)(=O)c2ccccc2)CC1)C(=O)NCc1ccc(F)cc1,0,1,12,-4,1,-2.9,-2,1,-1,2
